# Apaf-1 inh: blocks human Apaf-1 apoptosome activity; O14727; reconstituted apoptosome caspase-3 activity, DEVD-Rh110 fluorescence; inhibition, % at 20 µM; actives 0.71% (n = 330,000); AID 489030; active means inhibition of at least 40% at 20 µM;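 further: plate controls were DMSO wells for no effect and DEVD-CHO caspase inhibitor wells for full effect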
#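 System: Apoptosome proteins | Medium: Hepes pH 7.5 with detergent and BSA | Also added: Cytochrome c trigger plus (Z-DEVD)2-Rh110 caspase-3 substrate | Incubation: 30 min compound preincubation, 50 min activation, room temperature | Detection: Rhodamine 110 fluorescence at Ex 480/Em 540 nm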
# TIM10 inh: inhibits growth of TIM10 yeast strain; S. cerevisiae TIM10 strain growth, BacTiter-Glo luminescence, 24 h; inhibition, % at 10 µM; actives 1.4% (n = 330,000);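 active means inhibition of 40% or more at the single tested concentration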;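 further: wild-type TIM10 isogenic control strain grown at permissive 25 °C; 0% = DMSO yeast wells and 100% = minimal medium wells without yeast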
# mIAP block: blocks mouse intestinal alkaline phosphatase; purified mouse IAP, CDP-Star luminescence, 30 min; inhibition, % at 10 µM; actives 0.2% (n = 330,000); AID 2806;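 active means inhibition of at least 40% at 10 µM in the primary screen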;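 further: plate controls were DMSO with enzyme for no effect and no enzyme wells for full effect; values of inactives mirror those of a sister screen read the other way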
# tim10-1 inh: inhibits growth of tim10-1 mutant yeast. S. cerevisiae tim10-1 ts strain growth, BacTiter-Glo, 24 h. inhibition, % at 20 µM. actives 2.2% (n = 330,000). AID 463190;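 active means inhibition of at least 40%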;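 further: mutant grown at 25 °C; 0% = DMSO wells with yeast and 100% = wells holding no yeast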
# ATG4B inhibitor: blocks human ATG4B protease cleavage of LC3 substrate; Q9Y4P1; inhibition, % at 8.33 µM; actives 0.51% (n = 340,000); ATG4B cleavage of LC3-PLA2, NBD-HPC fluorescence, 1 h; in the data active means inhibition above about 40%
# Target sequence (Q9Y4P1 whole entry, looked up): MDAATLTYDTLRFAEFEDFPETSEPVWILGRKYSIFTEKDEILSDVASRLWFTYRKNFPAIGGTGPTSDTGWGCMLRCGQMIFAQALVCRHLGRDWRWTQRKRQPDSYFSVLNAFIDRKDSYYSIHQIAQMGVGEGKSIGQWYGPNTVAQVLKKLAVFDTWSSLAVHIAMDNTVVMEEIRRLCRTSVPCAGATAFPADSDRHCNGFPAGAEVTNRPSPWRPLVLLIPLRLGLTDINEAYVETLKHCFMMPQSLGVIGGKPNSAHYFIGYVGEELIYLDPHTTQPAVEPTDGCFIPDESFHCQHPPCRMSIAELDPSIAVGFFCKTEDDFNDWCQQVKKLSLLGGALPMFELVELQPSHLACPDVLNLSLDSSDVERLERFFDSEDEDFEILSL
# hIAP activ: increases human intestinal alkaline phosphatase activity; activation factor at 10 µM; purified human IAP, CDP-Star luminescence, 30 min; active compounds read high; 1 = vehicle-only enzyme, 0 = enzyme-free background; actives 0.16% (n = 330,000); AID 2524;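 active means activation factor of the enzyme at least 2-fold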; further: the source names both 10 and 20 µM as test concentration; values of inactives mirror those of a sister screen read the other way
# Target sequence (P09923 whole entry, looked up): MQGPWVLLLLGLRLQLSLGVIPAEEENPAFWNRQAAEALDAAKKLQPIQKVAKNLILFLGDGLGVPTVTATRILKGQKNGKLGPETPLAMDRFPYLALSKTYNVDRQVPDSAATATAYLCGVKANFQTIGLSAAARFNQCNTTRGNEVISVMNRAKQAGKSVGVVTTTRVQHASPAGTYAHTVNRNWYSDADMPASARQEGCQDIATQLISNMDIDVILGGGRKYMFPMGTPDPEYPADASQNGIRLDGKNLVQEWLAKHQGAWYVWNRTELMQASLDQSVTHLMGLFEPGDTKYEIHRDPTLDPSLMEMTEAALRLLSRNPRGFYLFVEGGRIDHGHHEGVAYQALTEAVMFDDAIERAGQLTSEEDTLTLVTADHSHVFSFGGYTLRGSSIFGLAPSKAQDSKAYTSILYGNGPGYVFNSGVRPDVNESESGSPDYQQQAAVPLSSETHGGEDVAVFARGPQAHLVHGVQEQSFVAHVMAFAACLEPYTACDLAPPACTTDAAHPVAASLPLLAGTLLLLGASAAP
# hIAP block: blocks human intestinal alkaline phosphatase; actives 0.12% (n = 330,000); inhibition, % at 10 µM; purified IAP, CDP-Star luminescence, 30 min; AID 2544; P09923;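 active means inhibition reaching a set limit with compound at 10 µM in the primary screen, cut at about 35% in these data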;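 further: plate controls were DMSO wells with enzyme for no effect and no-enzyme buffer wells for full effect; values of inactives mirror those of a sister screen read the other way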
# NLRP3 yeast inh: inhibitors of NALP3 inflammasome in yeast; actives 0.39% (n = 330,000); Yeast reconstituted NLRP3/ASC/caspase-1, beta-gal luminescence, 24 h; inhibition, % at 10 µM;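 active means inhibition of 50% or more; inactive means inhibition below 50%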;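 further: plate controls were induced DMSO wells for no effect and uninduced yeast grown without galactose for full effect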
# mIAP act: increases mouse intestinal alkaline phosphatase activity; muIAP, CDP-Star luminescence, 30 min; active compounds read high; 1 = vehicle-only enzyme signal, 0 = enzyme-free wells; activation factor at 10 µM; actives 0.24% (n = 330,000);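 active means activation factor of at least 2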; further: the source names both 10 and 20 µM as test concentration; values of inactives mirror those of a sister screen read the other way
#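 Assay system: mouse IAP enzyme; reagent: chemiluminescent substrate CDP-Star; dosing: test compounds delivered from DMSO solution; schedule: 30 min at room temperature; measured by: luminescence from enzymatic CDP-Star hydrolysis; controls: DMSO-only wells and no-enzyme negative control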
# * hit, by the source's call; x = not tested or not shown; & = joins results of further samples; ! = not active in a repeat. Not a hit list; about 4.5% have a hit in one of these screens.
SMILES	ATG4B inhibitor	Apaf-1 inh	hIAP activ	mIAP block	hIAP block	NLRP3 yeast inh	mIAP act	TIM10 inh	tim10-1 inh
COc1ccc(N2CC(C(=O)NCc3cccnc3)CC2=O)cc1 (centres undefined)	0	5	1.1	-2	-6	-2	1	-3	0
CCc1ccc(C2=NNC(=Nc3cccc(S(=O)(=O)N(C)C)c3)SC2)cc1	-29	12	1.1	13	-5	13	0.87	6	21
CC1CC(CC(=O)Nc2nc(-c3ccccc3)cs2)C(=O)O1 (centres undefined)	0	-2	0.99	3	1	6	0.97	22	24
Cc1ccccc1NC(=O)C(=O)NCCc1ccccc1	4	-25	0.98	11	2	17	0.89	1	10
O=C(O)c1ccc(OS(=O)(=O)c2cccc(C(F)(F)F)c2)cc1	3	1	0.99	-12	1	5	1.1	0	-3
Cc1cc(C)c2ccc(C)[n+]([O-])c2c1O	-4	-12	1.1	5	-15	-36	0.95	5	11
O=C(Nc1nnc(-c2ccc(Cl)cc2)o1)NC1CCCCC1	12	-4	0.9	-14	10	10	1.1	-6	-4
COc1ccc(-c2sc3ccccc3c2/C=C/c2ccc(N)cc2)cc1	3	10	1	3	-4	16	0.97	18	14
O=C1c2ccccc2C(=O)N1Cc1cc(Cl)c(O)c([N+](=O)[O-])c1	4	5	0.99	-3	1	0	1	1	31
CCc1nnc(NC(=O)CSc2nc3cc4c(cc3cc2CC)OCCO4)s1	1	-5	0.93	8	7	20	0.92	12	-3
O=C(OC1CCN(c2ncc(C(F)(F)F)cc2Cl)CC1)c1cccc(C(F)(F)F)c1	-2	5	0.82	5	18	2	0.95	4	3
COc1ccc(CCNC(=O)CCc2cc(OC)c(OC)c(OC)c2)cc1OC	-13	-2	1	0	-2	21	1	10	-15
COc1ccc(-c2nnc(CSc3nc4ccccc4c(=O)n3CC3CCCO3)o2)cc1OC (centres undefined)	-3	-1	1.1	-6	-12	-1	1.1	10	2
COc1ccc(C(=O)NCc2nnc(SCC(=O)N3CCOCC3)o2)cc1OC	-9	-2	1.2	3	-15	-6	0.97	10	5
COc1cc(OC)cc(C(=O)N[C@H](C(=O)Nc2c(C)n(C)n(-c3ccccc3)c2=O)C(C)C)c1	-5	-7	0.92	-5	8	-4	1	11	-16

# At a glance, some entries already given.
SMILES	ATG4B inhibitor	Apaf-1 inh	hIAP activ	mIAP block	hIAP block	NLRP3 yeast inh	mIAP act	TIM10 inh	tim10-1 inh
CC1CC(CC(=O)Nc2nc(-c3ccccc3)cs2)C(=O)O1 (centres undefined)	0	-2	0.99	3	1	6	0.97	22	24
Cc1ccccc1NC(=O)C(=O)NCCc1ccccc1	4	-25	0.98	11	2	17	0.89	1	10

# Later entries.
SMILES	ATG4B inhibitor	Apaf-1 inh	hIAP activ	mIAP block	hIAP block	NLRP3 yeast inh	mIAP act	TIM10 inh	tim10-1 inh
O=C(O)Cn1nnn(-c2ccccc2)c1=S	-2	0	1	-3	-2	-5	1	4	4
COc1ccc(/C=C2\Sc3ccc(C(=O)NCC4CCCO4)cc3N(C)C2=O)cc1 (centres undefined)	-6	-4	0.87	8	13	15	0.92	8	-10
O=C(c1ccc(NS(=O)(=O)c2ccc(F)cc2)cc1)N1CCC1	11	8	1.1	-5	-13	8	1.1	4	6
Cc1cc(C(=O)O)cc(Br)c1N	-4	-2	0.92	2	8	-4	0.98	-4	7
CCN(CC)C(=O)[C@H]1C[C@H](CC(=O)NCc2ccco2)C(=O)N2CCc3c([nH]c4ccc(Cl)cc34)[C@]12C	-14	22	x	-14	x	x	1.1	1	16
Cc1cc(C)nc(SCC(=O)OCC(=O)Nc2ccccc2)n1	3	-3	1	-1	-4	5	1	-6	-5
CC(Sc1nncs1)C(=O)NCc1ccc2c(c1)OCO2 (centres undefined)	8	-6	0.99	-7	1	11	1.1	-9	-14
Cc1cccc(C(=O)N2CCCC(N3CCN(Cc4ccc5c(c4)OCO5)CC3)C2)n1 (centres undefined)	-11	5	1.3	-6	-26	4	1.1	6	25
CCn1c(NC(=O)C(C)C)c(-c2ccccc2)c(=O)c2ccccc21	-6	-12	0.88	-4	12	16	1	5	11
OCC[C@H]1C[C@H](O)[C@@H](O)[C@]2(OCCc3ccccc32)O1	5	-2	1.1	-8	-14	6	1.1	7	-26
O=C(Cn1c(=S)[nH]c2ncccc2c1=O)NCCc1ccccc1	x	-12	0.96	-10	4	5	1.1	-7	2
CN(CCCNC(=O)c1nn(C)c2c1CS(=O)(=O)c1ccccc1-2)Cc1ccccc1	0	-2	1.2	2	-17	10	0.98	-6	19
CCOC(=O)c1sc(NC(=O)c2ccc(C)s2)cc1C	-1	3	0.91	6	9	13	0.94	28	-3
CC(C)c1ccc(C(=O)NC(=S)NCc2cccnc2)cc1	-6	9	0.98	-5	2	28	1.1	14	11
COCCCN1C(=O)c2ccc(C(=O)N3CCN(c4ccccc4OC)CC3)cc2C1=O	7	2	1	-4	-2	6	1	-4	-8

# New compounds follow.
SMILES	ATG4B inhibitor	Apaf-1 inh	hIAP activ	mIAP block	hIAP block	NLRP3 yeast inh	mIAP act	TIM10 inh	tim10-1 inh
CSc1nc(NCC(C)C)c2c3c(sc2n1)CN(C)CC3	3	25	0.84	-13	16	19	1.1	4	18
CC1CCCCN1c1nc2nonc2nc1N1CCCCC1C (centres undefined)	1	9	0.73	7	27	5	0.93	24	24
O=[N+]([O-])c1ccc(/C=N/Nc2nc3ccccc3o2)cc1	-2	-3	0.78	8	22	7	0.92	2	-32
COc1ccc(S(=O)(=O)N2CCc3ccccc3C2)cc1C(=O)O	8	-4	1	1	-4	17	0.99	12	-19
CC1(c2ccccc2)NC(=O)N(CC(=O)NCc2cccc(Cl)c2)C1=O (centres undefined)	-4	-2	0.92	0	8	9	1	-6	7
Cc1cccc(NC(=O)c2nc[nH]c2C(=O)NCCCCNC(=O)c2[nH]cnc2C(=O)Nc2cccc(C)c2)c1	4	14	1.4	-3	-44	11	1	-9	-11
CCOC(=O)/C(C#N)=C/C1=C(N2CCOCC2)C(C)(C)OCC1	-5	-20	1.1	12	-8	22	0.88	7	2
Cc1ccc2nc(-c3ccc4c(c3)OCCO4)cc(C(=O)O)c2c1	-11	2	1.2	2	-22	-1	0.97	-8	4
Cc1ccc(C)c(N2CCN(C3CCCC(C)C3)CC2)c1 (centres undefined)	9	-11	1.1	2	-9	23	0.98	-14	-2
CNC(=O)CN(c1ccc(C(C)C)cc1)S(C)(=O)=O	-3	-7	0.97	-6	2	7	1.1	-7	1
Cc1cc(Cl)ccc1C(=O)C1CCCN(C(=O)c2cccnc2C)C1 (centres undefined)	6	8	1.2	2	-20	10	0.98	10	16
Cc1ccc(S(=O)(=O)Nc2cccnc2Oc2ccc(Cl)cc2)cc1	0	12	1	4	-4	24	0.96	22	10
Cn1cc(SCC(=O)NCC2CCCO2)c2ccccc21 (centres undefined)	1	-4	0.96	14	4	19	0.85	10	14
COC(=O)[C@]1(Cc2ccccc2)N[C@H](CN(C)S(=O)(=O)c2ccc(C)cc2)[C@@H]2C(=O)N(Cc3ccccc3)C(=O)[C@@H]21	31	12	0.98	0	2	-4	0.99	15	12
CCOC(=O)/C=C/c1ccc2c(c1)S(=O)(=O)N(Cc1ccc(OC)cc1)[C@H]2CC(=O)OCC	0	9	0.84	14	16	13	0.86	18	30

# Going on with the list:
SMILES	ATG4B inhibitor	Apaf-1 inh	hIAP activ	mIAP block	hIAP block	NLRP3 yeast inh	mIAP act	TIM10 inh	tim10-1 inh
O=C(COC(=O)c1ccccc1)Nc1ccccc1N1CCOCC1	5	6	1.1	-8	-12	7	1.1	-5	4
CC(C)Cc1nnc(NC(=O)C2CCN(C(=O)c3ccc(F)cc3)CC2)s1	-14	2	1.1	-2	-12	7	1	7	-11
CCN(CC)CCCN=Cc1c(O)n(Cc2ccccc2)c(=O)c2ccccc12	-2	4	1.1	4	-15	11	0.96	-16	6
CCOc1ccccc1N1CCN(C(=O)c2cc(-c3cccnc3)nc3c(Cl)cccc23)CC1	-9	24	1.2	5	-23	9	0.95	31	35
O=C(Nc1cccc2nsnc12)c1cccs1	-5&-8	-1&6	0.88&0.85	6&-10	12&15	70*!	0.94&1.1	69*!	16&25
O=C(N1CCOCC1)N1c2ccccc2Sc2ccccc21	-8	-19	0.82	1	18	-20	0.99	24	26
COc1cc2ccccc2cc1C(=O)Nc1ccc(N2CCN(C)CC2)cc1	-2	16	1.1	-2	-6	1	1	-1	33
COc1ccc(-c2noc3c2-c2nc(-c4ccccc4C)sc2CC3)cc1	-15	10	0.93	17	7	15	0.83	9	10
CCOc1ccc(NC(=O)CNS(=O)(=O)c2c(C)cc(C)cc2C)cc1	-1	10	0.87	-6	13	17	1.1	-6	13
O=C1c2ccc(Cl)cc2S(=O)(=O)c2cccc(C(=O)N3CCC(Cc4ccccc4)CC3)c21	-15	26	1.1	11	-12	-14	0.89	9	1
Cn1c(N)c(C(c2ccccc2)c2c(N)n(C)c(=O)n(C)c2=O)c(=O)n(C)c1=O	-1	-9	1	8	0	-9	0.92	-2	1
CC(C(=O)Nc1ccc(S(=O)(=O)N2CCOCC2)cc1)N1CCN(c2ccccn2)CC1 (centres undefined)	-8	-2	0.94	-13	6	7	1.1	3	22
COc1cc(NC(=O)CSc2nccc(=O)[nH]2)c(C)cc1[N+](=O)[O-]	-7	-2	0.95	6	5	5	0.94	6	1
O=C(Cc1ccon1)c1ccc(O)cc1O	4	1	0.78	11	22	10	0.89	6	-8
O=C1c2ccccc2C(=O)N1CCCc1nc(-c2ccccn2)no1	-11	0	0.9	-1	10	1	1	0	7

# The results go on:
SMILES	ATG4B inhibitor	Apaf-1 inh	hIAP activ	mIAP block	hIAP block	NLRP3 yeast inh	mIAP act	TIM10 inh	tim10-1 inh
COc1ccccc1C(=O)NC(=O)COC(=O)c1oc2ccccc2c1C	-39	0	1	-7	0	2	1.1	5	5
CCn1c(=O)c2cc(C(=O)Nc3ccccc3OC)sc2c2ccccc21	-7	3	0.93	15	7	20	0.85	14	1
CCCn1c(N)c(N(CCOC)C(=O)CSCC(=O)Nc2cccc(C)c2)c(=O)[nH]c1=O	5	-11	0.96	-2	4	12	1	5	0
O=C(c1cc(Cl)ccc1F)N1CCCC(Nc2ccc3c(c2)OCCO3)C1 (centres undefined)	-1	7	1	2	0	20	0.98	11	12
CN(CCC1CCOCC1)C(=O)CC1C(=O)NCCN1Cc1cccc(F)c1 (centres undefined)	-2	0	1.1	8	-7	17	0.92	8	-3
COc1ccccc1N1C(=O)CC(Sc2ncccc2C(=O)O)C1=O (centres undefined)	-3	-1	0.78	0	22	7	1	6	-6
CN1CCN(CC#CCC(O)(c2ccccc2)C2CCCC2)CC1 (centres undefined)	-5	10	1.3	-2	-27	8	1	-17	7
O=C(NN=C1c2ccccc2-c2ccccc21)c1cccc(Br)c1	-12	4	1.2	1	-18	16	0.99	24	17
O=C1CCC(C(=O)N2CCSCC2)CN1CCc1ccccc1 (centres undefined)	-6	1	0.98	-5	2	7	1.1	4	-20
CCOc1ccc(Nc2nc(-c3cccnc3)cs2)cc1	2	-10	1.1	-6	-14	17	1.1	-6	-12
CC(C)(C)OC(=O)C[C@@H]1C/C=C\C[C@@H](CC(=O)NCCO)C(=O)NC[C@@H](c2ccccc2)OC1=O	1	-10	0.87	-5	13	13	1	1	9
CC(=O)N1CCN(c2ccccc2NC(=O)c2ccco2)CC1	-7	6	0.93	-2	7	11	1	-3	13
